Compound activity deposited in PubChem BioAssay by The Scripps Research Institute Molecular Screening Center.
TEAD-YAP inh – TEAD-YAP interaction inhibition, primary screen, TEAD-YAP interaction inhibitor project, luminescence, HEK-TIYL cells; inhibition, % at 9.12 µM; actives 1.4% (n = 640,000); TEAD-Gal4/YAP UAS-luciferase luminescence; in the data active = inhibition above about 32%;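 note: 0% = median of test compound wells and 100% = reference inhibitor wells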
MITF inh – MITF inhibitors, primary screen, biochemical, AlphaScreen, human | inhibition, % at 2.6 µM | AlphaScreen MITF homodimerization, bead proximity signal | Microphthalmia-associated transcription factor (Homo sapiens), O75030 | actives 0.91% (n = 650,000); in the data active = inhibition above about 50%;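 note: 0% = vehicle wells with protein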
Target sequence (O75030 whole entry, looked up): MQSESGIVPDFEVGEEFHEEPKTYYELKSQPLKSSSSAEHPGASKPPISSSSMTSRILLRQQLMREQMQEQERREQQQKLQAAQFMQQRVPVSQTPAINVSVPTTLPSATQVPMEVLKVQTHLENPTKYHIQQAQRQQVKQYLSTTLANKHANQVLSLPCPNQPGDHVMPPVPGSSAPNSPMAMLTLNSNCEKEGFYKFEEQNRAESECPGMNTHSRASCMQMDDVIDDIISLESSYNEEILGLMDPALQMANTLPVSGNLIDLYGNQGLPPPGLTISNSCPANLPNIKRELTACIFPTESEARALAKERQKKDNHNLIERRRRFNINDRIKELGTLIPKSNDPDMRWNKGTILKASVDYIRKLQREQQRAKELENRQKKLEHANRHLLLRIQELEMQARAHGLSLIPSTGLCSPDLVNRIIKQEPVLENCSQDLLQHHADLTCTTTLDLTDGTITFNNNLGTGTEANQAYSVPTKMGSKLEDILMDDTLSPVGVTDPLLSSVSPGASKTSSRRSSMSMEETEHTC
GPR151 ag – activators of human GPR151, primary screen, cell-based, PathHunter beta-arrestin, luminescence | G-protein coupled receptor 151 (Homo sapiens), Q8TDV0 | PathHunter beta-arrestin GPR151 cells | activation, % at 11.2 µM | actives 1% (n = 650,000); in the data active = activation above about 4.9%;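 note: 0% = median of compound wells and 100% = cells with positive control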
Target sequence (Q8TDV0 whole entry, looked up): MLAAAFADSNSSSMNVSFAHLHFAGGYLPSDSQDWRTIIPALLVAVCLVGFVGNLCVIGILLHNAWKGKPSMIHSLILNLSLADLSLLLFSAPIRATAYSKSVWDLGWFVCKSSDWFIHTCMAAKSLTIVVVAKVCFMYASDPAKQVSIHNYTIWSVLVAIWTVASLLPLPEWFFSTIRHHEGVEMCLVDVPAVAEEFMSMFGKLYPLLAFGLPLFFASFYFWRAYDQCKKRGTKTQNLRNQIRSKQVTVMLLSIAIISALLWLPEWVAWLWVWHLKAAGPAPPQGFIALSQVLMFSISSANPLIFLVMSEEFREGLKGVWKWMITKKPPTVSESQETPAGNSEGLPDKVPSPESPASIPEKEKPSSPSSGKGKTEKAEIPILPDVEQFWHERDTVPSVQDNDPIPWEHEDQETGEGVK
FBW7 act – FBW7 E3 ligase activators, primary screen, biochemical, AlphaScreen, human. F-box/WD repeat-containing protein 7 (Homo sapiens), Q969H0. AlphaScreen FBW7–phospho-cyclin E peptide binding, activator screen. normalized activity (activation), % at 26.1 µM. actives 0.13% (n = 650,000). AID 1259310, 2017; in the data active = normalized activity above about 1.9%;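 note: purified mutant Fbw7 with reduced substrate affinity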
* = called active by the depositor. Compounds were not picked by outcome; about 3.4% have a hit in one of these screens.

molecule	TEAD-YAP inh	FBW7 act	MITF inh	GPR151 ag
CSCCC(NS(=O)(=O)c1ccccc1F)C(=O)NCCc1ccc(F)cc1 (configuration not stated)	2	0.0	6	2.4
O=C(Nc1cccc(F)c1)Nc1ccnn1C1CCN(Cc2c(F)cccc2F)CC1	2	-0.2	-3	-0.2
CCOc1ccc(OCC)c(S(=O)(=O)N2CCCCC2C)c1 (configuration not stated)	1	-0.1	10	1.7
O=C(CCC1CCCCC1)Nc1ncc(S(=O)(=O)c2ccc([N+](=O)[O-])cc2)s1	0	-0.2	6	0.8
Cc1ccc(F)c(CN2CCN3C(=O)[C@H]([C@@H](C)O)NC(=O)[C@H]3C2)c1	-4	-0.3	3	0.3
COc1cc(CN2C(=O)C(C)Oc3cc(Cl)ccc32)cc(OC)c1 (configuration not stated)	-1	0.0	-20	-0.3
CCC1(C)Cc2c(sc3nc(SCC(=O)OC)n(Cc4ccccc4)c(=O)c23)CO1 (configuration not stated)	-10	-0.3	0	2.9
Cc1cc(C(=O)NCc2ccccn2)on1	10	0.0	4	-0.1
Cn1cccc1Cc1nnc(SCC(=O)N2CCOCC2)n1CCc1ccccc1	3	0.0	5	-0.2
N#C/C(=C\c1ccc(Cl)c([N+](=O)[O-])c1)C(=O)NCCc1ccccc1	1	-0.1	7	-1.0
COc1ccc(NC(=O)CN(c2cc(C(F)(F)F)ccc2Cl)S(C)(=O)=O)c(OC)c1	3	-0.1	11	-0.1
O=C(c1cccnc1)C1CCN(C(=O)CN2CCCC2=O)CC1	-10	0.0	4	-0.8
CC(=O)C1=C(O)C(=O)N(CC2CCCO2)C1c1ccc(C)cc1 (configuration not stated)	2	-0.2	11	2.9
COc1ccccc1N1CCN(c2ncnc3c2cnn3-c2ccc(C)cc2C)CC1	58*	-0.2	5	-0.1
COc1ccc(CN2CCN(Cc3cccc4nonc34)CC2CCO)c(F)c1 (configuration not stated)	6	0.0	4	0.3
Cc1nc(N2CCC(C(=O)NCC(C)C)CC2)nc2cc3c(cc12)CCC3	-18	0.2	14	-0.3
O=C(Cc1ccccc1Cl)N1CCN(c2ccc(-c3ccc4c(c3)OCO4)nn2)CC1	6	0.1	-5	0.2
COC(=O)c1ccc(OCC(O)CN2C(C)CCCC2C)cc1 (configuration not stated)	0	0.1	0	2.1
CC(=O)Nc1ccc(NC(=O)c2csc(Nc3ccc4ncccc4c3)n2)cc1	-9	-0.2	-1	0.9
CCOC(=O)c1ccc(NC(=S)NC(=O)C2CCCC2)cc1	0	0.0	6	0.2

In the list so far, two contain an aryl thioether with sulfur outside any ring:
molecule	TEAD-YAP inh	FBW7 act	MITF inh	GPR151 ag
CCC1(C)Cc2c(sc3nc(SCC(=O)OC)n(Cc4ccccc4)c(=O)c23)CO1 (configuration not stated)	-10	-0.3	0	2.9
Cn1cccc1Cc1nnc(SCC(=O)N2CCOCC2)n1CCc1ccccc1	3	0.0	5	-0.2

(continued)
molecule	TEAD-YAP inh	FBW7 act	MITF inh	GPR151 ag
NNC(=O)COc1cc([N+](=O)[O-])cc2cccnc12	-1	0.0	15	2.1
O=C1C2C(C(=O)N1/N=C/c1ccccc1Cl)C1C=CC2C12CC2 (configuration not stated)	7	1.1	7	0.4
COc1ccccc1NC(=S)NCC(c1cccnc1)N(C)C (configuration not stated)	1	0.1	-18	-0.1
CC(=O)Nc1cc(C(=O)OCC(=O)C(C)(C)C)ccc1C	6	-0.1	-7	0.4
CCCOc1ccc(/C=C2\NC(=S)NC2=O)cc1	7	0.0	-10	0.1
COc1cc(/C=C/c2[nH]c(=O)[nH]c(=O)c2[N+](=O)[O-])cc(OC)c1OC	-3	-0.1	10	7.7*
CCN(CC)C(=O)c1c(NC(=O)c2ccccc2)sc2c1CCCC2	5	0.1	11	0.8
O=C1CSC(c2ccc(Cl)cc2)N1c1ccccc1Cl (configuration not stated)	0	0.0	7	1.0
COC(=O)c1ccc(NC(=O)c2cc[n+]([O-])cc2)cc1	-7	-0.1	-17	2.9
CCCOc1ccc(/C(O)=C2/C(=O)C(=O)N(CCN(CC)CC)C2c2ccc(F)cc2)cc1C (configuration not stated)	5	0.0	1	1.7
N=C1C(c2nc3ccccc3[nH]2)=C(O)CN1Cc1ccccn1	-7	0.0	5	-0.9
Clc1ccc(-c2cc3nc4c(c(N5CCNCC5)n3n2)CCC4)cc1	7	0.0	-4	0.3
Cc1ccc(C)c(NC2=C(Cl)C(=O)N(Cc3ccccc3)C2=O)c1	8	-0.3	8	-0.1
O=c1c(Cl)c[nH]n(-c2ccccc2)c1=O	3	-0.1	0	-0.4
COc1cccc(C2(O)CCN(C(=O)c3cccs3)CC2)c1	-10	-0.1	12	-0.8
O=C1NC(=O)/C(=C\c2cc(Br)ccc2OCc2ccc(F)cc2)N1	-9	0.1	17	-0.1
CCOc1ccc(/C=N\NC(=O)CC(=O)NCCc2ccccc2)cc1	12	0.2	-2	0.3
COc1ccc(NC(=O)CSc2nnc(-c3ccccc3Cl)n2-n2cccc2)cc1OC	11	0.2	3	0.1
COc1ccc(/C=C/C(=O)c2ccc(N3CCOCC3)cc2)cc1O	-8	0.2	10	0.3
Cc1nc2cnc(-c3cccc(NS(C)(=O)=O)c3)cn2c1NC(=O)CC(C)C	2	0.1	13	-0.3

In the list so far, these contain a thiophene ring, fused or not.
molecule	TEAD-YAP inh	FBW7 act	MITF inh	GPR151 ag
CCC1(C)Cc2c(sc3nc(SCC(=O)OC)n(Cc4ccccc4)c(=O)c23)CO1 (configuration not stated)	-10	-0.3	0	2.9
CCN(CC)C(=O)c1c(NC(=O)c2ccccc2)sc2c1CCCC2	5	0.1	11	0.8
COc1cccc(C2(O)CCN(C(=O)c3cccs3)CC2)c1	-10	-0.1	12	-0.8

Some of the entries above in a different format.
Value order – TEAD-YAP inh | FBW7 act | MITF inh | GPR151 ag
CCCOc1ccc(/C(O)=C2/C(=O)C(=O)N(CCN(CC)CC)C2c2ccc(F)cc2)cc1C (configuration not stated)
 : 5 | 0.0 | 1 | 1.7
COc1ccc(/C=C/C(=O)c2ccc(N3CCOCC3)cc2)cc1O
 : -8 | 0.2 | 10 | 0.3
COc1cccc(C2(O)CCN(C(=O)c3cccs3)CC2)c1
 : -10 | -0.1 | 12 | -0.8
NNC(=O)COc1cc([N+](=O)[O-])cc2cccnc12
 : -1 | 0.0 | 15 | 2.1
COc1ccc(NC(=O)CSc2nnc(-c3ccccc3Cl)n2-n2cccc2)cc1OC
 : 11 | 0.2 | 3 | 0.1

Remaining list, next part:
molecule	TEAD-YAP inh	FBW7 act	MITF inh	GPR151 ag
CC1=C(C(=O)OC(C)C)C(c2cccnc2)n2nnnc2N1 (configuration not stated)	1	0.1	12	3.1
CCCN1CCN(CCCNC(=O)Cc2noc3ccccc23)CC1	-1	0.0	-3	-0.5
O=C(Nc1ccc(F)c(F)c1)c1ccc(N2CC3CC(C2)c2cccc(=O)n2C3)c(NC(=O)c2ccccc2)c1 (configuration not stated)	10	0.1	6	-1.3
COc1cc(NC(=O)c2cncc(-c3ccc(N4CCOCC4)nc3)c2)cc(OC)c1OC	5	0.1	12	-0.7
COc1ccc(/C=C2\SC(=S)NC2=O)c(OC)c1OC	-2	-0.1	-3	0.4
Cc1cc(C)c(C)c(S(=O)(=O)N2CC(C)OC(C)C2)c1C (configuration not stated)	1	-0.2	-5	0.1
COc1ccc(CSc2nnc(-c3ccc(OC)c(OC)c3)n2-c2ccccc2)cc1	-20	0.3	13	0.1
COC(=O)c1ccc(C(=O)OC)c(NC(=O)COC(=O)C23CC4CC(CC(O)(C4)C2)C3)c1	2	0.1	-14	4.3
O=C(Nc1ccc(CC(=O)N2CCOCC2)cc1)c1ccccn1	-42	-0.2	-1	-6.4
CC(=O)c1c(O)cc(O)cc1O	0	0.0	3	0.6
COc1cc([N+](=O)[O-])cc2cc(C(=O)NNC(=O)c3ccccc3Cl)c(=O)oc12	-2	-0.8	14	0.2
CCc1ccc(C2CC(=O)NC(SC)=C2C#N)cc1 (configuration not stated)	-3	0.0	2	-0.6
CC(=O)N1CC(C)Sc2cc(S(=O)(=O)N3CCOCC3)ccc21 (configuration not stated)	2	-0.1	1	0.5
C=CCNc1oc(COc2ccc(OC)cc2)nc1C#N	-8	0.1	6	2.4
N#C/C(=C\c1ccccc1)C(=O)Nc1ccc(I)cc1	3	0.1	-6	1.1
N#Cc1ccc(NC(=O)c2cc3ccccc3oc2=O)cc1	-5	-0.1	0	2.8
CC(NC(=O)c1ccc(N)cc1)c1ccccc1 (configuration not stated)	4	-0.2	4	0.1
CCCCC(CC)c1nnc(NC(=O)c2ccc(C(C)(C)C)cc2)s1 (configuration not stated)	9	0.0	7	-1.3
O=C(CSc1nc2sc3c(c2c(=O)n1-c1ccccc1)CCC3)NC12CC3CC(CC(C3)C1)C2	-3	0.0	5	-0.2
CC(=O)Oc1ccccc1NC(=O)CCc1ccccc1	-35	-0.1	-20	2.3
CCOC(=O)c1ccc(OCC2c3cc(OC)c(OC)cc3CCN2C(=O)c2cccc(F)c2)cc1 (configuration not stated)	-2	-0.2	2	-1.0
CCOC(=O)N1CCN(Cc2nc(-c3ccccn3)no2)CC1	-11	0.0	-3	-0.7
CN(C)c1ccc(C(=O)NNC2=C(C(=O)C(F)(F)F)CCC2)cc1	-22	-0.3	8	0.4
O=C(CC1C(=O)NCCN1Cc1ccoc1)NCCN1CCCCC1=O (configuration not stated)	-14	0.0	-5	1.4
COc1ccc(-n2c(SCC(=O)C(C)(C)C)nnc2-c2ccncc2)cc1	4	0.6	11	0.8
C=CCNC(=O)c1ccc(OC)c(OC2CCN(C(C)C)CC2)c1	-8	-0.1	9	0.4
CC(Sc1nnc(-c2ccco2)o1)C(=O)NC1CCCC1 (configuration not stated)	0	0.1	-1	2.1
CC(C)N(CCNc1nc(Nc2nc3ccccc3n2C)nc2c1ncn2C1CCCCC1)C(C)C	-4	0.2	18	1.4
O=C(Nn1cnnc1)c1cc2c(s1)CCCCC2	-4	-0.1	10	-1.0
Cc1[nH]c2ccccc2c1C1=CCN(S(=O)(=O)c2ccc([N+](=O)[O-])cc2)CC1	2	-0.3	6	-1.1
CCOc1ccc2[nH]c(=O)c(CN(CCO)S(=O)(=O)c3ccccc3F)cc2c1	-4	-0.1	-8	-1.0
CCN(CC)C(=S)Nc1ccc2oc(N(C)C)nc2c1	3	0.1	4	-1.2
O=c1[nH]c2ccc(S(=O)(=O)NNc3ccccc3)cc2[nH]1	10	-0.1	-10	-0.1
Cc1cncc2c(S(=O)(=O)N3CCCNC[C@@H]3C)cccc12	-6	0.0	8	-0.9
CCOC(=O)/C=C1/C=C2C(=C(C)C=C(OC)C23CC(C)(C)N/C3=C\C(=O)OCC)CC(C)(C)N1 (configuration not stated)	13	0.1	-10	-0.2
S=C1NCCNC(=S)NCCOCCOCCOCCN1	-5	0.0	8	-1.1
O=C(NNC(=O)C1CCCO1)c1ccc(Br)cc1 (configuration not stated)	3	0.0	-7	1.1
O=C(/C=C/c1ccccc1C(F)(F)F)c1cccs1	2	-0.1	-8	0.3
Cc1ccc(Cn2c(=O)c3cccnc3n(CC(=O)Nc3ccc(C)c(F)c3)c2=O)cc1	3	0.2	4	-1.2
COc1cc(C2C(=O)N(C3CCCCC3)CC(=O)N2CCC2=CCCCC2)ccc1OC(C)C (configuration not stated)	8	0.1	0	-0.2
CN(Cc1ccccc1)S(=O)(=O)c1ccc2[nH]cc(C=O)c2c1	-8	0.1	-3	0.0
CCC(=O)Nc1ccc(NC(=O)c2ccccc2F)nc1	-42	0.2	12	-1.7
O=C(NCc1ccc(Cl)cc1)c1cc(-c2ccco2)[nH]n1	-3	0.4	8	1.1
CCCCCCN1C(=O)C(O)=C(C(C)=O)C1c1ccc(OC)c(OC)c1 (configuration not stated)	3	0.0	-10	-1.2
CC(C)CCC1(C2CCN(C(=O)CC3=CCCCC3)CC2)NC(=O)N(CCN(C)C)C1=O (configuration not stated)	-7	-0.1	4	-0.5
COc1ccc(OC)c(-c2cc(C(=O)Nc3c(C)n(C)n(-c4ccccc4)c3=O)no2)c1	2	0.5	23	-0.1
Cc1cc2cc3c(nc2cc1C)OCC(=O)N(Cc1ccco1)C3	-24	-0.3	-6	-1.5
COc1ccccc1C(=O)NNC(=O)c1ccc(F)cc1	-43	0.0	-2	-2.2
O=S(=O)(O)c1ccc2ccc(S(=O)(=O)O)cc2c1	-4	0.0	1	0.9
CCCNc1cc(N2CCC(N3CCOCC3)CC2)ncn1	-5	0.1	-8	-0.8
CCC(C(=O)Nc1cc(C)on1)c1ccccc1 (configuration not stated)	11	0.0	-10	-0.4
O=C(CN1C(=O)[C@H]2CCCN2C(=O)c2ccccc21)NCc1ccccc1Cl	-10	-0.1	-10	-0.1
